MCF10A rerep = induces DNA re-replication in MCF 10a normal breast cells | actives 2.9% (n = 350,000) | MCF 10A DNA re-replication, Hoechst nuclear intensity, 48 h | Potency, µM (titrated, usually from 46.1 µM), inactives show top-dose activity, positive = re-replication, hits mostly activators | AID 624296; further: % of control where 0% means no effect; nearly all actives have a fitted effect of over 50% in size
TGFb inhibitor = inhibitors of TGF-b signaling; HepG2 CAGA-GFP TGF-b/SMAD3 reporter, GFP fluorescence, 18 h; TGF-beta stimulated, 500 pg/mL final; Potency, µM (series often up to 46.1 µM), inactives show at the top dose activity, negative = inhibition, usual class: inhibitors; actives 1.2% (n = 410,000); further: on the % scale 0 is the no-effect control and ±100 the full control effect; nearly all actives have a fitted effect of over 65% in size
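Inhibition was scored as loss of TGF-beta-induced (500 pg/mL final, 18 hours, 37 degrees C) GFP in HEPG2 cells carrying a CAGA-GFP reporter, in DMEM with 1% FBS. Well GFP was summed per cell; Activity was normalised to unstimulated and stimulated DMSO wells, then concentration-response fitting.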
Nrf2 ARE act = activates Nrf2 signaling; AREc32 ARE-luciferase reporter (MCF7-derived line), luminescence, 24 h; Potency, µM (series often up to 46.1 µM), without a hit: at the top dose activation, actives largely listed as activators; actives 0.31% (n = 410,000); AID 624171; further: % of control where 0% means no effect; nearly all actives have a fitted effect of over 65% in size
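Reporter line AREc32 (ARE-Fluc), seeded overnight in OPTI-MEM with 5% FBS; compound pin-transferred, 24 hr at 37 deg C, 5% CO2; luminescent read-out.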
ATXN2 expr inh = inhibitors of ATXN2 expression. AID 1745845. actives 0.72% (n = 360,000). Potency, µM (top dose mostly 57 µM), inactives show at the top dose activity change, negative = inhibition, usual class: inhibitors. HEK-293 ATXN2-luciferase reporter, luminescence, 24 h; further: on the % scale 0 is the no-effect control and ±100 the full control effect; nearly all actives have a fitted effect of over 55% in size
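ATXN2-luciferase reporter cells (luciferase flanked by upstream and downstream ATXN2 gene portions) were treated 24 h at 37 °C with compounds at up to 57 uM. SteadyGlo luminescence gave expression; GF-AFC fluorescence gave viability.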
EPAC2 antag = blocks human EPAC2 exchange factor | EPAC2 GEF exchange of Rap1B-BODIPY-GDP, fluorescence | Potency, µM (doses to about 114 µM), inactives show at the highest dose activity, negative = inhibition, hits mostly inhibitors | actives 0.18% (n = 360,000) | AID 720708; further: on the % scale 0 is the no-effect control and ±100 the full control effect; nearly all actives have a fitted effect of over 45% in size; many of its hits are not listed in these tables
Target sequence (Q8WZA2 whole entry, looked up): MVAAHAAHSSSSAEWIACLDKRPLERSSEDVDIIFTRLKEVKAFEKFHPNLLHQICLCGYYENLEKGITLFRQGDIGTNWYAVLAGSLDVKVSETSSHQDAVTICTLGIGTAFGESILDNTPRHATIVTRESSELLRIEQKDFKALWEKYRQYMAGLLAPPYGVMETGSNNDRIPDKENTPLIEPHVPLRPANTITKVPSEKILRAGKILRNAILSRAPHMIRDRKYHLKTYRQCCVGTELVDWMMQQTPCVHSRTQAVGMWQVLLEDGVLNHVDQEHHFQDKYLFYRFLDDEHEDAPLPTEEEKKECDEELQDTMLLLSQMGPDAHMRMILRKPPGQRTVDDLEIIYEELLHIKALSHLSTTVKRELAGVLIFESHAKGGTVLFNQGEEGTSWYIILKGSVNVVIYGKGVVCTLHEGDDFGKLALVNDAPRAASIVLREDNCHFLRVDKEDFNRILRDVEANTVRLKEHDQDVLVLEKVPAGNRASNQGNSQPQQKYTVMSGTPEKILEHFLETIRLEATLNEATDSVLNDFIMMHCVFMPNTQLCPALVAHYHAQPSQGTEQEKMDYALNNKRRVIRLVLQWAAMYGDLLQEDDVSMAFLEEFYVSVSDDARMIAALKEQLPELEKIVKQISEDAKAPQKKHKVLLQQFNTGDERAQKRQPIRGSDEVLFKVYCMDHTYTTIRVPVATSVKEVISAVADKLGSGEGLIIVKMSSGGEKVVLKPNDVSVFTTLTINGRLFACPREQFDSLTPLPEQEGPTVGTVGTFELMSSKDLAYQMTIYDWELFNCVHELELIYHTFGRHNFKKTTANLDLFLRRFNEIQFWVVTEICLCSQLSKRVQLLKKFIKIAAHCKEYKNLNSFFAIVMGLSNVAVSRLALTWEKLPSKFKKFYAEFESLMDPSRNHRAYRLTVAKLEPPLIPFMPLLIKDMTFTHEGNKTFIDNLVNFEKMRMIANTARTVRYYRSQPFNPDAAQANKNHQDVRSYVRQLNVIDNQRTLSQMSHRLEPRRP
HepG2 tox = kills HepG2 cells in TGF-b inhibitor counter-screen; AID 588856; Potency, µM (highest dose often 46.1 µM), for inactives: top-dose activity change, negative = cytotoxicity, actives largely listed as cytotoxic; HepG2 CAGA-GFP viability, ATP luminescence, 18 h; actives 0.76% (n = 410,000); further: some results filed as inactive show a strong effect at the top dose
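HepG2 CAGA-GFP cells (1000/well, DMEM with 1% FBS) received compound, then TGF-beta at 500 pg/mL final, and were incubated 18 hours at 37 degrees C. Viability was read by CellTiter-Glo luminescence. Media-only wells were set as complete cell-killing and DMSO as no toxicity.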
Nrf2 inh = Nrf2 pathway inhibition; Potency, µM (highest dose often 46 µM), for inactives: at the highest dose activity change, negative = inhibition, actives largely listed as inhibitors; A549 ARE-Fluc reporter, luciferase luminescence, 18-24 h; actives 2.1% (n = 360,000); AID 504444; further: on the % scale 0 is the no-effect control and ±100 the full control effect; nearly all actives have a fitted effect of over 60% in size
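Cells were seeded and rested 2 h, then exposed to compounds for 18-24 h. CellTiter-Fluor was read first as a viability measure. BugLite was added 15 min before the final luminescent read of ARE-luciferase activity in A549 cells.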
S2 tox = cell viability loss in ATXN counter-screen; actives 0.49% (n = 400,000); AID 651635; S2 cells (HEK-293 line with an ATXN2-luciferase reporter) viability, CellTiter-Fluor protease fluorescence, 24 h; Potency, µM (series often up to 56.7 µM), actives largely listed as cytotoxic; further: nearly all actives have a fitted effect of over 40% in size
A549 viability = counter-screen for Nrf2 inhibitors: cytotoxicity in A549 cells | Potency, µM (highest dose often 46 µM), for the others: top-dose activity change, negative = cytotoxicity, actives largely listed as inhibitors | A549 ARE-Fluc cells, CellTiter-Fluor viability, 18-24 h | actives 0.16% (n = 390,000); further: on the % scale 0 is the no-effect control and ±100 the full control effect
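A549 ARE-Fluc cells in 5% FBS OPTI-MEM, 5000 cells/well, rested 2 h then exposed to compounds in concentration-response for 18-24 h at 37 °C. Viability by CellTiter-Fluor fluorescence (Ex 405/Em 525) after 30 min; luciferase luminescence (BugLite, 15 min, RT) read afterwards.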
* hit, by the source's call; i = inactive; ? = inconclusive; · = no result given; & = joins results of further samples; [ ] = remark or other dose. The call rests on the fitted dose curve; in most records, active means well fitted curve in the direction sought with a large enough effect; inconclusive means small, poorly fitted or top-dose-only effect, or another doubt; inactive means no such curve, though single readings can be large; an effect the other way counts as inactive or inconclusive. Potency means the concentration at half of the fitted maximal effect. The list is partial; count on the stated rates, not on these rows.

SMILES	MCF10A rerep	TGFb inhibitor	Nrf2 ARE act	ATXN2 expr inh	EPAC2 antag	HepG2 tox	Nrf2 inh	S2 tox	A549 viability
CCCC(=O)NCCc1cc2ccc(OC)cc2[nH]c1=O	21%	2%	-0.1%	10%	6%	3%	12%	i	-8%
Cc1ccccc1OC(=O)CSc1nnc(-c2cccs2)o1	·	-11%	0.3%	·	·	-1%	?	·	-1%
COCCCn1ccc(O)c(Cc2ccc(F)cc2)c1=O	0%	35%[activator]	-0.2%	9%	0%	24%	8%	i	-4%
COC(=O)c1cc([N+](=O)[O-])ccc1N1CCN(Cc2ccccc2)CC1	9%	?	2.3%	?	-14%	-37%	0%	?	6%
S=C(NCc1cccnc1)NCc1cccnc1	-1%	27%	0.1%	-2%	1%	-4%	-4%	i	-8%
O=C(COC(=O)CCCc1nc2ccccc2s1)Nc1ncc(Cl)cc1Cl	0%	7%	-0.1%	-27%	3%	6%	5%	i	0%
C[C@H]1CN=C(N(C)C)N1CCC1CCCC1	-15%	1%	-0.3%	-8%	5%	-71%	2%	i	-1%
O=C(NCC(=O)N(c1ccc(F)cc1)C(C(=O)NC1CCCC1)c1cccnc1)c1ccco1 (configuration not stated)	0%	-2%	0.6%	2%	10%	5%	4%	i	9%
COc1cc2c(cc1OC)/C(=C/c1ccc(Br)cc1)C(=O)OC2	?	0%	?	-33%	-14%	-10%	-16%	i	4%
Cc1csc(C)[n+]1CC(=O)c1ccccc1	15%	1%	0.1%	14%	2%	3%	10%	i	0%
COc1ccc(CNC(=O)c2sc(=O)n(Cc3ccc(C)cc3)c2C)cc1OC	·	-7%	3.7%	-24%	5%	-3%	·	i	·
CCOc1ccc(NC(=O)CN2CCN(C(=O)C3CCCO3)CC2)cc1 (configuration not stated)	-1%	-34%	-0.3%	-3%	5%	2%	?	i	-1%
O=C(COc1ccccc1)NNc1nc2ccccc2s1	1%	-4%	12%	-8%	-3%	-13%	22%	i	-4%
COc1ccc(N2CCN(S(=O)(=O)c3cc(Br)cnc3N)CC2)cc1	12%	-4%	0.4%	-10%	1%	-4%	-1%	i	0%
CCn1cc(C(=O)N2CCc3ccccc32)c(=O)c2cc(S(=O)(=O)N3CC(C)CC(C)C3)ccc21 (configuration not stated)	1%&-38%	0%	2.0%	3%	-1%	-34%	?	i	-2%
CC1CCc2sc3ncnc(N4CCN(CCO)CC4)c3c2C1 (configuration not stated)	2%	13%	-0.2%	-4%	-8%	-9%	?	i	-2%
O=C(CN1CCN(S(=O)(=O)c2ccc3ccccc3c2)CC1)Nc1ccc(N2CCOCC2)cc1	3%	-3%	-1.0%	·	5%	-22%	1%	i	3%
O=C(CCCNC(=O)c1ccc(Cl)cc1)Nc1cccc(F)c1	0%	9%	2.6%	-4%	-5%	2%	-7%	i	-1%
Cc1cc(C(=O)COc2ccc(F)cc2Br)c(C)n1C	-25%	6%	2.7%	-2%[2.22 µM]	14%	-7%	4%	?	-1%
C=CCn1c(SCC(=O)N2CCOCC2)nc2ccccc2c1=O	-1%	7%	0.3%	6%	2%	4%	6%	i	0%

Structural class: the compounds so far with four or more nitrogen atoms.
SMILES	MCF10A rerep	TGFb inhibitor	Nrf2 ARE act	ATXN2 expr inh	EPAC2 antag	HepG2 tox	Nrf2 inh	S2 tox	A549 viability
S=C(NCc1cccnc1)NCc1cccnc1	-1%	27%	0.1%	-2%	1%	-4%	-4%	i	-8%
O=C(NCC(=O)N(c1ccc(F)cc1)C(C(=O)NC1CCCC1)c1cccnc1)c1ccco1 (configuration not stated)	0%	-2%	0.6%	2%	10%	5%	4%	i	9%
COc1ccc(N2CCN(S(=O)(=O)c3cc(Br)cnc3N)CC2)cc1	12%	-4%	0.4%	-10%	1%	-4%	-1%	i	0%
CC1CCc2sc3ncnc(N4CCN(CCO)CC4)c3c2C1 (configuration not stated)	2%	13%	-0.2%	-4%	-8%	-9%	?	i	-2%
O=C(CN1CCN(S(=O)(=O)c2ccc3ccccc3c2)CC1)Nc1ccc(N2CCOCC2)cc1	3%	-3%	-1.0%	·	5%	-22%	1%	i	3%

Further compounds:
SMILES	MCF10A rerep	TGFb inhibitor	Nrf2 ARE act	ATXN2 expr inh	EPAC2 antag	HepG2 tox	Nrf2 inh	S2 tox	A549 viability
COc1ccc(CCNC(=O)c2cc3c(=O)n4ccccc4nc3n(Cc3ccco3)c2=N)cc1OC	-7%	-17%	0.5%	·	-16%	-17%	-17%	i	-1%
CN(C)c1ccc(-c2csc(C(O)c3ccc(F)c(F)c3)n2)cc1 (configuration not stated)	·	-23%	3.7%	5%	-11%	-38%	·	i	·
COc1ccccc1C(=O)N1CCN(C(=O)c2ccncc2)CC1	-3%	-7%	-1.1%	-26%	-2%	5%	?	i	-2%
Cc1onc(-c2c(F)cccc2Cl)c1C(=O)Nc1ccc(Cl)c(S(=O)(=O)N(C)C)c1	-5%	9%	0.4%	-8%	-2%	-7%	-16%	i	1%
O=C(O)CSC1c2ccccc2C(=O)N1c1ccccc1 (configuration not stated)	-3%	1%	0.4%	0%	-10%	-4%	-4%	i	-3%
Cc1cc(C(=O)NNC(=S)Nc2cccc(C(F)(F)F)c2)nn1C	9%	-23%	-0.9%	2%	-3%	-27%	?	i	3%
O=C(CCC(=O)OC(C(=O)c1ccccc1)c1ccccc1)Nc1ccccc1 (configuration not stated)	0%	0%	-0.8%	-1%	18%	-2%	5%	i	-4%
COc1cccc(NS(=O)(=O)c2ccc(Br)s2)c1	-183%[0.0737 µM]	0%	-0.6%	9%	-23%	-1%	2%	i	-5%
Cc1c(NC(=O)Nc2ccccc2C(F)(F)F)sc2nc3n(c(=O)c12)CCC(C)CC3 (configuration not stated)	·	-22%	-1.1%	-1%	·	-20%	-12%	i	-14%
O=c1c2ccccc2nnn1CSc1nc2ccccc2[nH]1	?	18%	0.3%	28%	-7%	17%	6%	i	2%
CCOC(=O)CN1C(=O)N[C@@H](CCc2ccccc2)[C@@H](C(=O)OC)[C@H]1C	22%	-8%	0.8%	-8%	6%	1%	-12%	i	2%
COc1ccccc1-c1nnc(SCC(=O)Nc2nc(-c3ccccc3)cs2)n1C	?	-8%	0.3%	-22%	-6%	-26%	?	i	?
O=C(NC1CC1)C(Cl)c1ccccc1 (configuration not stated)	5%	1%	4.0%	15%	1%	5%	3%	i	-6%
C=CCNc1nc(NC(C)(C)CO)nc(OC)n1	0%	-7%	-0.3%	3%	-15%	-6%	11%	i	-6%
CC(C)Cn1c(=O)c(C(=O)NCc2ccccn2)c(O)c2ccccc21	?	2%	-0.5%	-25%	-25%	-7%	·	i	?
Cc1ccccc1N1C(=O)C(Oc2ccc(Cl)cc2)C1CNC(C)(C)C (configuration not stated)	12%	-26%	-0.2%	-9%	6%	-28%	9%	i	-17%
Cc1cccc(CNC(=O)CCc2nnc(C3CCCCC3)o2)c1	-5%	4%	0.3%	10%	-1%	2%	10%	i	-1%
O=C(CSc1nnc(NC(=O)C2CC(=O)N(c3ccc(F)cc3)C2)s1)NCC1CCCO1 (configuration not stated)	1%	-11%	1.0%	1%	-1%	-1%	12%	i	-2%
O=C(CCN1C(=O)/C(=C/c2ccc(F)cc2)SC1=S)NCCc1cnc[nH]1	1%	-9%	12%	16%	-9%	-23%	?	?	-7%
Cc1cc(Cl)ccc1Oc1ncnc2onc(C)c12	-3%	-18%	4.9%	·	-8%	4%	0%	i	1%

Grouped by structure, the entries above containing an NH in an aromatic ring (three)
SMILES	MCF10A rerep	TGFb inhibitor	Nrf2 ARE act	ATXN2 expr inh	EPAC2 antag	HepG2 tox	Nrf2 inh	S2 tox	A549 viability
CCCC(=O)NCCc1cc2ccc(OC)cc2[nH]c1=O	21%	2%	-0.1%	10%	6%	3%	12%	i	-8%
O=c1c2ccccc2nnn1CSc1nc2ccccc2[nH]1	?	18%	0.3%	28%	-7%	17%	6%	i	2%
O=C(CCN1C(=O)/C(=C/c2ccc(F)cc2)SC1=S)NCCc1cnc[nH]1	1%	-9%	12%	16%	-9%	-23%	?	?	-7%

The list goes on.
SMILES	MCF10A rerep	TGFb inhibitor	Nrf2 ARE act	ATXN2 expr inh	EPAC2 antag	HepG2 tox	Nrf2 inh	S2 tox	A549 viability
O=C(c1ccc(-c2ccccc2)cc1)N1CCCC1	-2%	-2%	-1.1%	21%	0%	-9%	6%	i	2%
Cc1ccc(NC(=O)CCN2C(=O)C3CCCCC3C2=O)c(O)c1 (configuration not stated)	-32%[inhibitor]	0%	-0.3%	5%	3%	3%	6%	i	3%
CC1(C)CC(=O)C(C=Nc2ccncc2)=C(O)C1	-5%	?	0.4%	-7%	1%	-8%	7%	i	4%
Cc1c(C(=O)N2CCCCCC2)c(S(=O)(=O)N(Cc2ccccc2)C(C)(C)C)c(C)n1C	·	-23%	-0.3%	-4%	·	-18%	16%	?	-18%
Cc1cc(C(=O)COC(=O)Cc2n[nH]c(=O)c3ccccc23)c(C)n1CC(F)(F)F	12%	-4%	3.4%	19%	1%	9%	-13%	i	-3%
Cc1ccccc1NC(=O)C(=Cc1ccc(C(=O)O)cc1)C(=O)Nc1ccccc1C	13µM*	?	?	11µM*	9%	-36%	?	?	?
O=C1CCC(C(=O)OCC(=O)c2ccccc2)N1 (configuration not stated)	-3%	?	-0.4%	-14%	0%	-4%	4%	i	1%
CC(C)NC(=O)COc1ccc(/C=N/NS(=O)(=O)c2ccccc2)cc1	0%	-2%	-0.4%	-5%	-4%	-10%	-13%	i	3%
COc1ccc(NC(=O)COC(=O)c2cc(C)oc2C)cc1OC	-3%	19%	0.1%	-1%	2%	1%	-7%	i	-1%

Whole records, quoted from the list. Order of values: MCF10A rerep, TGFb inhibitor, Nrf2 ARE act, ATXN2 expr inh, EPAC2 antag, HepG2 tox, Nrf2 inh, S2 tox, A549 viability
O=C1CCC(C(=O)OCC(=O)c2ccccc2)N1 (configuration not stated) in the list: -3%, ?, -0.4%, -14%, 0%, -4%, 4%, i, 1%
CC1(C)CC(=O)C(C=Nc2ccncc2)=C(O)C1 in the list: -5%, ?, 0.4%, -7%, 1%, -8%, 7%, i, 4%

From PubChem
